PP5 primary: PP5 (human) phosphatase inhibition | P53041 | purified PP5c, OMFP substrate fluorescence | inhibition, % at 6.7 µM | hit rate 0.18% among 320,000 | AID 1987;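 active = inhibition above the campaign's mean inhibition across all tested compounds plus 3 SD, cut at about 9.5% in these data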;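 also: 0% = DMSO only and 100% = 100 µM cantharidin control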
procasp3 activ: activates human procaspase-3 | recombinant procaspase-3 D3A, Ac-DEVD-pNA absorbance 405 nm | activation, % at 8.5 µM | hit rate 0.11% among 330,000;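 active = activation above the mean of all tested compounds plus 3 SD, cut at about 21% in these data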;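 also: 0% = DMSO alone and 100% = DMSO wells spiked with extra 5 µM PC-3 D3A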
Target sequence (P42574 whole entry D9A/D28A/D175A): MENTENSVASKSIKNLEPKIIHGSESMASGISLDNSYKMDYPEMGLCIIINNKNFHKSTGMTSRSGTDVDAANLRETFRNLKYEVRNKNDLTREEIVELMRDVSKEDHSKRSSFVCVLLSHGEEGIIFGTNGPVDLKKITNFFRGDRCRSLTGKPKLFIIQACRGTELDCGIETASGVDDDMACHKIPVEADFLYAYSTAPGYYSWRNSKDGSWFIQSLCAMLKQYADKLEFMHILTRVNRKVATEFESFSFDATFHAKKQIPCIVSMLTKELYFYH
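Assay system: Autoprocessing-dead procaspase-3 D3A mutant enzyme; also added: Ac-DEVD-pNA; doses: one concentration, 8.5 µM nominal, 0.8% DMSO; times: 1 h compound preincubation, 2 h substrate hydrolysis at 25 °C; technique: 405 nm absorbance of p-nitroaniline, reads at 0 and 120 min; measure: % activation between DMSO and enzyme-spiked controls; repeats: single replicate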
PP1 inh: blocks human PP1-alpha phosphatase, a PP5 counter-screen. P62136. purified PP1alpha, OMFP fluorescence. inhibition, % at 6.7 µM. hit rate 0.9% among 320,000. AID 2235;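 active = inhibition above the mean inhibition of all tested compounds plus 3 SD, computed separately for each screening campaign, cut at about 15% in these data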
Target sequence (P62136 whole entry, looked up): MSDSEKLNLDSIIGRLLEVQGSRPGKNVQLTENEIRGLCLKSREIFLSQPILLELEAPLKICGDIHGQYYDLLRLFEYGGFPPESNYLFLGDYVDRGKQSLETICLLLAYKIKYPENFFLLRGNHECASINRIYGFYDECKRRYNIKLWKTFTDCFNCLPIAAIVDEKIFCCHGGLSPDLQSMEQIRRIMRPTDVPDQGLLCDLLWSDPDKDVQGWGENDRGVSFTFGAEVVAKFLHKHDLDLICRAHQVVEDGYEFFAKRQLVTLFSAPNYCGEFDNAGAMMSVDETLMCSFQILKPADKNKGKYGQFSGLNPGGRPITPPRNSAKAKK
procasp7 counter: counter-screen for procaspase-3 activators: activators of human procaspase-7; P55210; recombinant procaspase-7, Ac-DEVD-pNA absorbance 405 nm; D23A/D198A/D206A triple mutant, cannot self-cleave; scale: DMSO 0, 5 µM enzyme 100; activation, % at 8.5 µM; hit rate 0.093% among 330,000;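 active = percent activation above the screen-wide mean plus 3 SD, cut at about 25% in these data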
Target sequence (P55210 whole entry D23A/D198A/D206A): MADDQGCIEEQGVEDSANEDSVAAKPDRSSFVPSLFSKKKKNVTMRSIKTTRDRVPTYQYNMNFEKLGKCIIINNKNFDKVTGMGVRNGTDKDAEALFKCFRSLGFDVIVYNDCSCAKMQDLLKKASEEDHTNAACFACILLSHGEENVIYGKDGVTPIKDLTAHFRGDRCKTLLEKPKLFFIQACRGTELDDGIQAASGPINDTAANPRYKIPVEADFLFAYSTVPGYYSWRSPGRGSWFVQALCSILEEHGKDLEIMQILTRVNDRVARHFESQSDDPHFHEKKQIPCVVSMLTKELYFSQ
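Material: Procaspase-7 triple mutant (PC-7 D3A) | Quantity: 2 µM procaspase-7 mutant as dispensed | Reagent: DEVD-pNA substrate | Times: 1 h preincubation, 2 h reaction | Technique: 405 nm absorbance of p-nitroaniline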
core dimer inh: HCV core protein dimerization inhibition; inhibition, % at 5 µM; hit rate 0.33% among 300,000; TR-FRET GST/Flag-core106 dimerization, 1536-well;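 active = inhibition above the mean of all tested compounds plus 3 SD, set per screening campaign, cut at about 45% in these data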
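Material: Tagged HCV core106 pair (GST and Flag) | Amount: GST-core106 13.5 nM, Flag-core106 17 nM | Medium: KF-containing HEPES buffer, pH 7.45, DTT, CHAPS, BSA | Reagent: Eu donor and XL665 acceptor anti-tag antibodies | Schedule: 4 h at 22.5 °C | Technique: Time-resolved FRET, ex 340 nm, em 617 and 671 nm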
Efflux pump inh: antifungal efflux pump inhibition, Nile Red retention; S. cerevisiae Candida pump triplex; inhibition, % at 10 µM; hit rate 0.44% among 330,000;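 active = plate passing quality check with inhibition over a set limit, or well fluorescence over plate mean plus 4 SD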;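 also: Nile Red retained in pooled yeast measured as flow cytometry median fluorescence; 0% = buffer negative control and 100% = Enniatin B positive control; higher means more Nile Red kept so more efflux inhibition; some compounds called inactive have numbers as strong as hits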
Fh CTSL1 inh: counter-screen for PFM18AAP inhibitors: inhibitors of F. hepatica cathepsin L1. recombinant F. hepatica cathepsin L1, Z-Leu-Arg-MCA fluorescence. inhibition, % at 5.96 µM. hit rate 0.49% among 300,000. AID 1906;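 active = inhibition above the mean of all tested compounds plus 3 SD, set per screening campaign, cut at about 17% in these data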;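 also: 0% = plate median of test compound wells and 100% = 1 µM Z-Phe-Ala-diazomethylketone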
JMJD2C inh: inhibitors of human GASC-1 (JMJD2C) demethylase; AID 2099; GST-JMJD2C(1-420) H3K9me3 demethylation, DELFIA europium; hit rate 0.069% among 330,000; Q9H3R0; inhibition, % at 2.35 µM;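 active = more than half of a compound's replicate wells show inhibition beyond 50%, single wells judged on their own value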;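 also: signal counts dimethyl H3K9 product captured on neutravidin plate; 0% = median of DMSO wells and 100% = 0.3 times that DMSO median; strong numbers were not always called active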
TPT1 inh: blocks Candida albicans tRNA 2'-phosphotransferase; recombinant caTPT1, FP RNA substrate dephosphorylation; hit rate 0.81% among 300,000; inhibition, % at 5 µM; AID 1962;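 active = inhibition above the mean of all tested compounds plus 3 SD, set per screening campaign, cut at about 24% in these data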;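 also: plate controls were DMSO alone for no effect and ferristatin control at 100 nM for full effect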
* marks the source's active call; other numbers are inactive results.

Results for COC(=O)c1[nH]c2ccc(Br)cc2c1NC(=O)Oc1ccccc1 ?
PP5 primary: 0.8; procasp3 activ: -8.2; PP1 inh: 0.7; procasp7 counter: -9.0; core dimer inh: -23.0; Efflux pump inh: 0.1; Fh CTSL1 inh: 1.9; JMJD2C inh: -2.1; TPT1 inh: -6.4

How did O=C(CSc1nn(-c2ccc(F)cc2)c(=S)s1)NC1CCS(=O)(=O)C1 (stereo unspecified) do in these assays?
PP5 primary: -2.3; procasp3 activ: 0.7; PP1 inh: -1.3; procasp7 counter: -6.7; core dimer inh: -1.7; Efflux pump inh: -0.1; Fh CTSL1 inh: -0.5; JMJD2C inh: -3.8; TPT1 inh: -2.5

How did C=CCN1C(c2ccccc2)=CS/C1=C(\C#N)c1nnc2n1CCCCC2 do in these assays?
PP5 primary: -0.4; procasp3 activ: 0.7; PP1 inh: -1.7; procasp7 counter: 0.8; core dimer inh: 6.6; Efflux pump inh: 0.0; Fh CTSL1 inh: 2.8; JMJD2C inh: 8.6; TPT1 inh: -0.3

What do the screens show for `O=C(CSc1ccc(F)cc1)NNC(=O)c1ccccc1Br`?
PP5 primary: -1.1; procasp3 activ: -0.6; PP1 inh: -5.7; procasp7 counter: 1.4; core dimer inh: 1.8; Efflux pump inh: -0.1; Fh CTSL1 inh: 1.5; JMJD2C inh: -29.9; TPT1 inh: 1.6

Results for Cc1noc(C)c1CSc1nnc(-c2ccccc2F)n1CCc1ccccc1 ?
PP5 primary: 1.8; procasp3 activ: -8.9; PP1 inh: 0.4; procasp7 counter: -9.3; core dimer inh: 3.1; Efflux pump inh: 0.1; Fh CTSL1 inh: -0.8; JMJD2C inh: 8.0; TPT1 inh: 2.0

How did COc1ccc(NC(=O)Cn2c(-c3ccc(OC)cc3)cn(-c3ccc(C)cc3)c2=O)cc1 do in these assays?
PP5 primary: 2.4; procasp3 activ: -1.6; PP1 inh: -0.9; procasp7 counter: 1.0; core dimer inh: 25.3; Efflux pump inh: 0.2; Fh CTSL1 inh: -1.1; JMJD2C inh: -7.4; TPT1 inh: 4.2

Results for Cc1[nH]n(-c2ccc(Br)cc2)c(=O)c1C=Nc1ccc(S(=O)(=O)Nc2nccs2)cc1 ?
PP5 primary: 0.4; procasp3 activ: 8.8; PP1 inh: -1.3; procasp7 counter: 13.8; core dimer inh: 14.0; Efflux pump inh: 0.3; Fh CTSL1 inh: -0.7; JMJD2C inh: 16.3; TPT1 inh: 0.9

Results for Cn1cnnc1Sc1ccc(CN2CCN(C3CCCC3)C(CCO)C2)o1 (stereo unspecified) ?
PP5 primary: -6.2; procasp3 activ: -4.4; PP1 inh: -1.0; procasp7 counter: -1.6; core dimer inh: -12.9; Efflux pump inh: -0.2; Fh CTSL1 inh: -1.6; JMJD2C inh: 2.9; TPT1 inh: 2.1

How did COc1ccc([N+](=O)[O-])cc1N/C(=N/S(=O)(=O)c1ccccc1)c1ccccc1 do in these assays?
PP5 primary: 3.6; procasp3 activ: 1.5; PP1 inh: 1.8; procasp7 counter: -10.1; core dimer inh: 0.9; Efflux pump inh: 0.3; Fh CTSL1 inh: 2.2; JMJD2C inh: 15.0; TPT1 inh: 2.7

What do the screens show for `CC(OC(=O)Cc1n[nH]c(=O)c2ccccc12)C(=O)Nc1ccc(F)cc1Cl` (stereo unspecified)?
PP5 primary: -1.8; procasp3 activ: 6.2; PP1 inh: -3.8; procasp7 counter: 7.1; core dimer inh: -0.2; Efflux pump inh: 0.0; Fh CTSL1 inh: 1.4; JMJD2C inh: -2.2; TPT1 inh: 2.3

Results for O=C(OCC(=O)N1CCc2ccccc21)[C@@H]1CCCN1S(=O)(=O)c1ccccc1F ?
PP5 primary: 1.4; procasp3 activ: 2.7; PP1 inh: -5.7; procasp7 counter: -0.1; Efflux pump inh: 0.1; JMJD2C inh: -4.4

What do the screens show for `CC(=O)c1ccc2c3c(cccc13)CC2`?
PP5 primary: 3.9; procasp3 activ: 1.9; PP1 inh: -0.8; procasp7 counter: 0.4; core dimer inh: -2.6; Efflux pump inh: 0.2; Fh CTSL1 inh: -1.3; JMJD2C inh: -17.2; TPT1 inh: -0.8

What do the screens show for `O=C(Oc1ccc(-c2cnc3ccccc3n2)cc1)c1cc([N+](=O)[O-])ccc1Cl`?
PP5 primary: -0.8; procasp3 activ: 1.1; PP1 inh: -3.5; procasp7 counter: -3.3; core dimer inh: -0.5; Efflux pump inh: -0.1; Fh CTSL1 inh: -2.6; JMJD2C inh: -3.7; TPT1 inh: -5.2

Results for Cc1noc(C)c1S(=O)(=O)Nc1cc(C(F)(F)F)ccc1N1CCOCC1 ?
PP5 primary: -1.8; procasp3 activ: -1.1; PP1 inh: -5.1; procasp7 counter: 6.1; core dimer inh: -1.9; Efflux pump inh: 0.1; Fh CTSL1 inh: 2.9; JMJD2C inh: -6.2; TPT1 inh: -2.0

What do the screens show for `CC1CCCCN1C(=O)CSc1nnc(-c2cccnc2)o1` (stereo unspecified)?
PP5 primary: 0.0; procasp3 activ: -4.3; PP1 inh: 1.9; procasp7 counter: -0.1; core dimer inh: 4.2; Efflux pump inh: 0.0; Fh CTSL1 inh: -1.0; JMJD2C inh: 0.0; TPT1 inh: -0.7

Results for CC(C)CCNC(=S)Nc1ccc(Br)cc1 ?
PP5 primary: 0.2; procasp3 activ: 11.5; PP1 inh: -0.8; procasp7 counter: 12.0; core dimer inh: 4.5; Efflux pump inh: 0.8; Fh CTSL1 inh: 2.0; JMJD2C inh: -1.0; TPT1 inh: -3.2

What do the screens show for `Cc1cc(C)c(OCC(=O)Nc2ccc(S(=O)(=O)N3CCCC3)cc2)c(C)c1`?
PP5 primary: 1.6; procasp3 activ: -4.8; PP1 inh: 2.6; procasp7 counter: 0.6; core dimer inh: 2.3; Efflux pump inh: 0.0; Fh CTSL1 inh: 3.8; JMJD2C inh: 0.1; TPT1 inh: -2.9

Results for COc1cccc(CNC(=O)CCCC(=O)NC(C)CCc2ccccc2)c1 (stereo unspecified) ?
PP5 primary: -2.2; procasp3 activ: 7.3; PP1 inh: -2.8; procasp7 counter: -7.0; core dimer inh: -1.6; Efflux pump inh: 0.1; Fh CTSL1 inh: -0.8; JMJD2C inh: 12.4; TPT1 inh: 1.7

How did CCOC(=O)C1CCN(C(=S)NC2CCCC2)CC1 do in these assays?
PP5 primary: 1.4; procasp3 activ: 4.0; PP1 inh: 0.6; procasp7 counter: -1.7; core dimer inh: -8.2; Efflux pump inh: -0.1; Fh CTSL1 inh: -4.7; JMJD2C inh: -0.4; TPT1 inh: -2.7

Results for COc1ccc(C(=O)Nc2ccc(C3(C#N)CCCC3)cc2)cc1OC ?
PP5 primary: 2.0; procasp3 activ: -1.3; PP1 inh: -0.3; procasp7 counter: 3.8; core dimer inh: -1.0; Efflux pump inh: -0.1; Fh CTSL1 inh: -9.9; JMJD2C inh: -2.4; TPT1 inh: 2.7

The last two compounds of the part above are carried over, then new ones follow:
How did CCOC(=O)C1CCN(C(=S)NC2CCCC2)CC1 do in these assays?
PP5 primary: 1.4; procasp3 activ: 4.0; PP1 inh: 0.6; procasp7 counter: -1.7; core dimer inh: -8.2; Efflux pump inh: -0.1; Fh CTSL1 inh: -4.7; JMJD2C inh: -0.4; TPT1 inh: -2.7

Results for COc1ccc(C(=O)Nc2ccc(C3(C#N)CCCC3)cc2)cc1OC ?
PP5 primary: 2.0; procasp3 activ: -1.3; PP1 inh: -0.3; procasp7 counter: 3.8; core dimer inh: -1.0; Efflux pump inh: -0.1; Fh CTSL1 inh: -9.9; JMJD2C inh: -2.4; TPT1 inh: 2.7

What do the screens show for `CN(c1ccc(C(=O)N2CCN(c3ccc(F)cc3)CC2)cc1)S(C)(=O)=O`?
PP5 primary: 4.6; procasp3 activ: 0.5; PP1 inh: 1.5; procasp7 counter: 2.6; core dimer inh: -110.4; Efflux pump inh: 0.1; Fh CTSL1 inh: -0.2; JMJD2C inh: 32.3; TPT1 inh: 3.9

What do the screens show for `CCn1c(C(=O)N2CCCC(C(=O)O)C2)cc2sccc21` (stereo unspecified)?
PP5 primary: -1.2; procasp3 activ: 6.6; PP1 inh: 1.3; procasp7 counter: 4.9; core dimer inh: -4.2; Efflux pump inh: -0.1; Fh CTSL1 inh: -1.3; JMJD2C inh: -0.6; TPT1 inh: -2.8

Results for CCOc1ccc(C2C(C#N)=C(N)N(c3sc4c(c3C#N)CCCC4)C3=C2C(=O)CCC3)cc1 (stereo unspecified) ?
PP5 primary: 4.8; procasp3 activ: 3.8; PP1 inh: 14.3; procasp7 counter: -8.0; core dimer inh: 55.3*; Efflux pump inh: 0.2; Fh CTSL1 inh: 0.3; JMJD2C inh: 4.4; TPT1 inh: 9.4

What do the screens show for `Cc1[nH]c2ccc(C(=O)N3CCN(Cc4ccccc4)CC3)cc2c1C`?
PP5 primary: 0.6; procasp3 activ: 1.9; PP1 inh: -4.5; procasp7 counter: 3.5; core dimer inh: 2.3; Efflux pump inh: -0.1; Fh CTSL1 inh: 1.6; JMJD2C inh: 17.9; TPT1 inh: -2.9

Results for c1ccc(-c2ccccc2OCCCCN2CCCCC2)cc1 ?
PP5 primary: -0.5; procasp3 activ: 3.0; PP1 inh: 0.1; procasp7 counter: 11.9; core dimer inh: 1.5; Efflux pump inh: 0.0; Fh CTSL1 inh: -1.1; JMJD2C inh: 0.5; TPT1 inh: 51.5*

How did CN1CC(=O)N(CC(=O)Nc2cccc(S(=O)(=O)N3CCOCC3)c2)C1=O do in these assays?
PP5 primary: 0.1; procasp3 activ: 0.1; PP1 inh: -5.7; procasp7 counter: -0.1; core dimer inh: -0.4; Efflux pump inh: 0.2; Fh CTSL1 inh: -2.2; JMJD2C inh: 2.2; TPT1 inh: 4.8

What do the screens show for `Cc1nnsc1-c1c(C(=O)N2CCOCC2)c(C)nn1-c1ccc(Cl)cc1`?
PP5 primary: -0.6; procasp3 activ: -5.0; PP1 inh: -0.4; procasp7 counter: -4.4; core dimer inh: -4.3; Efflux pump inh: -0.2; Fh CTSL1 inh: 2.0; JMJD2C inh: 14.3; TPT1 inh: 1.9

How did Cc1ccc(-c2nnn(CCC(=O)NC3CCCC3)n2)cc1 do in these assays?
PP5 primary: 1.6; procasp3 activ: 11.5; PP1 inh: 1.7; procasp7 counter: 1.4; core dimer inh: -5.2; Efflux pump inh: 0.0; Fh CTSL1 inh: -1.4; JMJD2C inh: 6.9; TPT1 inh: 1.9

How did N/C(=N\OC(=O)c1ccc([N+](=O)[O-])cc1)c1ccccn1 do in these assays?
PP5 primary: -3.4; procasp3 activ: 1.4; PP1 inh: -4.4; procasp7 counter: 2.0; core dimer inh: 4.5; Efflux pump inh: 0.0; Fh CTSL1 inh: -2.0; JMJD2C inh: 2.1; TPT1 inh: -0.8

Results for COc1ccc(CC(=O)Nc2cccc(C)n2)cc1OC ?
PP5 primary: 2.8; procasp3 activ: 6.6; PP1 inh: -2.3; procasp7 counter: -3.1; core dimer inh: 0.7; Efflux pump inh: 0.0; Fh CTSL1 inh: 0.1; JMJD2C inh: 1.4; TPT1 inh: 0.1
